KCNQ2 inh: KCNQ2 potassium channel inhibitors, primary screen, cell-based, CHO-K1, FluxOR thallium flux, B-score (AID 2156) | 1.1% of 310,000 active | O88943 | 20 min; active compounds read low | B-score at 10 µM;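 active = fluorescence ratio B-score at most minus 3 library SDs, with starting brightness B-score within 2 library SDs, cut at about -5.5 in these data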
Target sequence (O88943 whole entry, looked up): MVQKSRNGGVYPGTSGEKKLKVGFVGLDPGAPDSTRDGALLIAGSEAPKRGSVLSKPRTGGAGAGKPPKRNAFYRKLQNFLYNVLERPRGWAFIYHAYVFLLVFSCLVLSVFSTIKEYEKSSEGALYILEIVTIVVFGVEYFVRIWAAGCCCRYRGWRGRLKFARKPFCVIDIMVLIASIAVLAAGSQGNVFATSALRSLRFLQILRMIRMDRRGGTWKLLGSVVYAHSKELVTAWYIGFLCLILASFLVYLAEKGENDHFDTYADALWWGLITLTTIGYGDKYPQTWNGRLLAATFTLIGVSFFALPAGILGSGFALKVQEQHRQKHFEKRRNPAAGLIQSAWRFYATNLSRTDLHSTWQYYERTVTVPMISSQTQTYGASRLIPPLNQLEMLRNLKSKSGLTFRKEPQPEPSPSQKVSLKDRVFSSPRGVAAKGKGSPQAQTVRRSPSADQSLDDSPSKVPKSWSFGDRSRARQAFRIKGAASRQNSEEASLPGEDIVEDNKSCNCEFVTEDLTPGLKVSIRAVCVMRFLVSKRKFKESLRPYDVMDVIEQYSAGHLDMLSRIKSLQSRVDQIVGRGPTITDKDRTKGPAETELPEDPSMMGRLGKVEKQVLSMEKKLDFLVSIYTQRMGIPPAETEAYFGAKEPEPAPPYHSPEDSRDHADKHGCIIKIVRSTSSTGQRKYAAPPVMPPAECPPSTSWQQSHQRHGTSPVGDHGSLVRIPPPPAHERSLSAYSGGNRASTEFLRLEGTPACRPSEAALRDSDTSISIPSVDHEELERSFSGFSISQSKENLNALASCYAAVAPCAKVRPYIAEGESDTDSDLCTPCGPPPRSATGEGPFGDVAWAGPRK
STK33 kinase inh: inhibitors of human STK33 kinase; purified STK33, MBP phosphorylation, ADP-Glo luminescence; inhibition, % at 10 µM; 0.073% of 320,000 active; AID 2661;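 active = inhibition at or above 25%, using the most active replicate where run in duplicate; inactive = inhibition below 25%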
Kir21 block: Kir2.1 (mouse) channel inhibition. B-score at 10 µM. HEK293-Kir2.1, FluxOR thallium flux fluorescence; active compounds read low. P35561. 0.85% of 310,000 active;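 active = fluorescence ratio B-score at or below minus 3 SD of library scores, with starting-brightness B-score within 2 SD, cut at about -4.2 in these data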;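 also: channel flux triggered by added potassium and thallium sulfate stimulus; B-score of peak minus minimum fluorescence over baseline after thallium stimulus; more negative B-score means stronger Kir2.1 block with less thallium influx; some compounds called inactive have numbers as strong as hits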
Active calls of the source: *; i = inactive; / = no result given.

KCNQ2 inh | STK33 kinase inh | Molecule | Kir21 block
-7.9* | 0.1 | O=C(NCC(c1ccco1)N1CCc2ccccc2C1)c1cccc(Br)c1 (stereo not given) | -0.38
i | -0.8 | Cc1ccc(S(=O)(=O)NNC(=S)Nc2ccccc2)cc1 | 0.25
i | 0.6 | Cc1ccc(NC(=O)CN2C(=O)NC3(CCCc4ccccc43)C2=O)cc1S(=O)(=O)N1CCOCC1 (stereo not given) | 0.77
i | -1.5 | O=[N+]([O-])c1ccc(-c2ccc(/C=N/c3c(-c4ccco4)nc4ccccn34)o2)cc1 | 1.1
i | -0.6 | O=C1c2ccccc2C(=O)N1CCCCSc1nnc(-c2ccc(OC(F)F)cc2)o1 | 0.03
i | -2.6 | COc1cccc(CSc2nnc(-c3ccncc3)n2C)c1 | -0.35
i | / | O=C(Nc1ccc([N+](=O)[O-])cn1)C1CC2CCC1C2 (stereo not given) | -2.3
i | -5.1 | O=C1CN(S(=O)(=O)c2ccc(F)cc2)c2ccccc2N1 | 0.48
i | -3.9 | Clc1ccc(CN(Cc2ccccc2)C(c2cccs2)c2nnnn2C2CCCC2)cc1 (stereo not given) | -0.03
i | 0.4 | Cc1c(Cl)cccc1NC(=O)CCN1CCN(CCO)CC1 | -2.6
i | -2.0 | CO/N=C/NC(=O)NOCc1ncc(C(F)(F)F)cc1Cl | -0.16
i | -1.1 | O=C(/C=C/c1ccc(Cl)cc1)NCCN1CCOCC1 | -1.9
i | -2.2 | N#CN=C(N)c1ccccc1 | -0.07
i | -1.7 | CC1CCN(C(=O)CSc2nnc(-c3ccco3)o2)CC1 | 0.37
i | -0.1 | Cc1cc(C)c(C#N)c(SCC(=O)N2CCN(Cc3ccccc3)CC2)n1 | -1.2
i | -0.7 | CCCn1c(=S)[nH]c2cc(C(=O)N3CCc4ccccc43)ccc2c1=O | 0
i | -1.4 | Cc1cc(C(=O)N2CCC(CO)(Cc3cccc(C(F)(F)F)c3)CC2)n[nH]1 | 0.19
i | 2.0 | COc1ccc(/C=N/Nc2nc(N)cc(Cl)n2)cc1OC | -0.5
i | -1.6 | O=C(NC1CC1)C1CCN(C2CCN(C(=O)c3ccc(C(F)(F)F)cc3)CC2)CC1 | 0.01
i | -0.4 | N#CCOc1ccccc1/C=N/n1nnnc1N | 1.3
i | -0.9 | CCOc1ccc(N2C(=O)CCC2=O)cc1 | 1.7
i | -0.2 | Cc1ccc(S(=O)(=O)N2CCN(c3ncnc4scc(-c5ccc(F)cc5)c34)CC2)cc1 | -0.67
i | 3.8 | CCC1CCCCN1CCCNC(=O)c1cc2c(Cl)nc3ccccc3c2s1 (stereo not given) | -2.6
i | -1.4 | CCC(C)C(NC(=O)c1ccccc1NC(=O)c1ccccc1)C(=O)N1CCOCC1 (stereo not given) | -0.1
i | -1.2 | CCCn1c(=O)c2sccc2n2c(CCCC(=O)NC3CCN(Cc4ccccc4)CC3)nnc12 | -0.32
i | -2.6 | COc1ccc(C(=O)NCc2nnc(SCC(=O)NCCc3ccccc3)o2)cc1 | -0.57
i | 10.0 | NC(=O)c1c(NC(=O)c2ccncc2)sc2c1CCCC2 | -0.23
i | 0.3 | Cc1ccc2nc(CSc3nnc(-c4ccco4)o3)cc(=O)n2c1 | -0.68
i | 0.1 | CNC(=O)[C@@]1(C)C=C[C@@H](Cc2ccccc2)N1C(=O)OC | 0.72
i | -0.2 | CCOC(=O)c1c(C)[nH]c(C)c1C(=O)COc1ccc(NC(=O)c2ccco2)cc1 | -1.3
i | 0.6 | CCSc1nnc(C)c(=O)n1COC(=O)c1ccc(S(=O)(=O)N2CCCC2)cc1 | -0.33
i | 0.6 | O=C(Nc1sc2c(c1C(=O)O)CCC2)c1ccc(F)cc1 | 1.7
i | -1.5 | CCCCNC(=S)NNC(=O)c1ccco1 | -0.47
i | 1.4 | COc1ccc(N2CCN(CCCNC(=O)CCCn3c(=O)[nH]c4ccsc4c3=O)CC2)cc1 | -0.12
i | -1.4 | Cc1cc(C(=O)CN2C(=O)NC(Cc3c[nH]c4ccccc34)C2=O)c(C)n1C (stereo not given) | -1.4
i | -0.4 | COc1ccc(NC(=O)CC(C)CC(=O)NCc2ccccc2)c(OC)c1 (stereo not given) | 1
i | -1.4 | CCCCc1nnc(NC(=O)COC)s1 | -2.1
i | -2.3 | O=C(CN1CCN(Cc2ccccc2F)C1=O)NCCc1ccc(Cl)cc1 | -2.6
i | -0.5 | CSc1ccccc1C(=O)Nc1ccc(C)c(C)c1 | 1.5
i | / | c1ccc2c(c1)oc1c(N3CCN(Cc4ccc5c(c4)OCO5)CC3)ncnc12 | 0.09
-6.4* | -0.7 | CCOC(=O)C1(CC2CC2)CCN(C(=O)c2cccnc2C)CC1 | -0.23
i | -3.0 | COC(=O)c1ccccc1NC(=O)CN(C1CCCCC1)S(C)(=O)=O | -0.67
i | -0.8 | CSCc1ccc(C(=O)N2CCC(CCC(=O)N(C)Cc3ccccc3)CC2)o1 | 0.18
i | -0.8 | COC(=O)CNC(=O)CNC(=O)Nc1ccccc1 | 0.45
i | -0.2 | COc1ccc(N=C2SC(C(=O)Nc3ccc(F)cc3)CC(=O)N2C)cc1 (stereo not given) | -3.2
i | -0.5 | CN(C)CCC(=O)c1ccc(F)cc1 | 0.02
i | -1.3 | Cc1[nH]c(=S)[nH]c(=O)c1CCCO | 0.66
i | -1.0 | CC(C)C[C@H]1COCCS(=O)(=O)N1Cc1ccccc1F | -0.73
i | 0.4 | O=C(CNC(=O)[C@@H]1Cc2ccccc2CN1)NC1CCCCC1 | 0.74
i | 0.7 | O=C(NC(=S)NC1CCCCC1)c1ccc(F)cc1 | -0.82
i | -0.6 | CC(C)N1CCC(N2CCN(Cc3ccc(-c4ccccc4Cl)o3)CC2CCO)CC1 (stereo not given) | 0.22
i | -1.0 | CN1CCN(C(=O)c2ccc(NS(=O)(=O)c3ccccc3)cc2)CC1 | 1.5
i | -0.6 | COc1ccc(N2CCN(C(=O)CCCC(=O)c3ccccc3)CC2)cc1 | -0.67
i | -0.4 | CCOCCCn1c(SCC(=O)NC(C)C)nc2ccccc2c1=O | -0.14
i | -0.7 | COc1ccc(S(=O)(=O)N2CCCCCC2)cc1C(=O)N(C)Cc1ccc(C)cc1 | -1.9
i | -1.2 | CCCn1c2ccccc2c2cnn(CC(=O)NCCCOC)c(=O)c21 | -0.11
i | 1.2 | O=C1/C(=C/c2ccccc2)CSc2sccc21 | -0.05
i | -0.5 | CCc1cc(C(=O)c2ccc(OC)cc2)c(NC(=O)CN2CCCCC2)s1 | -0.35
i | 1.4 | COc1ccc(C(=O)NCc2nnc(SCC(=O)NO)n2Cc2ccccc2)cc1 | 0.54
i | -1.5 | COc1ccccc1NS(=O)(=O)c1ccc(NC(=O)c2nc3nc(C)cc(C(F)F)n3n2)cc1 | 0.48

Filtered by structure: the compounds so far with a cyano group.
KCNQ2 inh | STK33 kinase inh | Molecule | Kir21 block
i | -2.2 | N#CN=C(N)c1ccccc1 | -0.07
i | -0.1 | Cc1cc(C)c(C#N)c(SCC(=O)N2CCN(Cc3ccccc3)CC2)n1 | -1.2
i | -0.4 | N#CCOc1ccccc1/C=N/n1nnnc1N | 1.3

The list continues:
KCNQ2 inh | STK33 kinase inh | Molecule | Kir21 block
i | -0.8 | O=c1cc(N2CCC3(CC2)OCCO3)[nH]c(=O)n1-c1ccc(Cl)cc1 | -1.1
i | -1.7 | Cc1ccc(NC(=O)CSc2nnc(-c3n[nH]c4ccccc34)n2-c2ccccc2)c(C)c1 | 0.06
i | -0.5 | COc1ccc(Nc2nnc(-c3ccc(O)cc3)c3ccccc23)cc1C(N)=O | 0.04
i | -0.8 | O=C(Nc1nncs1)c1cc2c(s1)CCC2 | -1
i | -2.2 | O=C(Nc1ncnc2c1ncn2C1OC(COC(=O)c2ccccc2)C(F)C1O)c1ccccc1 (stereo not given) | 2.9
i | 0.4 | O=C(NC(Cc1ccc(O)cc1)C(=O)O)/C(=C/c1ccccc1)NC(=O)c1ccccc1 (stereo not given) | 0.01
i | 0.5 | Cc1cc(NC(=O)COc2ccc3oc4ccccc4c3c2)no1 | 0
i | -0.4 | COc1ccc(OC)c(NC(=O)c2cccc(C)c2[N+](=O)[O-])c1 | 1
i | -0.1 | COc1cccc(Nc2ccc(C(=O)O)cc2[N+](=O)[O-])c1 | -2.5
i | 0.6 | CCOC(=O)N1CCN(S(=O)(=O)CCNC(=O)c2ccccc2)CC1 | 0.57
i | -0.7 | COc1ccc(CNc2nc(Cl)c(C#N)s2)cc1 | -0.35
i | -2.7 | CC(CNC(=O)c1ccccc1[N+](=O)[O-])NC(=O)c1ccccc1[N+](=O)[O-] (stereo not given) | 0.75
i | -1.3 | CC(/C=N/NC(=O)c1cc(-c2ccc3ccccc3c2)n[nH]1)=C\c1ccco1 | 0.02
i | -1.6 | CCN(CC)S(=O)(=O)c1cccc(-c2nnc(SCCCC(=O)c3ccccc3)o2)c1 | -0.96
i | 0.9 | COc1cccc(/C=C/c2nc(S(=O)(=O)c3ccccc3)c(N(C)C)o2)c1 | -0.78
i | -1.2 | Cc1ccn2c(C(=O)NNC(=O)Nc3ccc(Cl)cc3)c(C)nc2c1 | 0.33
i | -0.1 | O=[N+]([O-])/C(=C\Nc1ccccc1)S(=O)(=O)c1ccccc1 | -1.6
i | -5.4 | CCOc1ccc(N(CC(=O)N/N=C/c2cc([N+](=O)[O-])ccc2Cl)S(C)(=O)=O)cc1 | 1.7
i | -1.6 | O=C(Cc1c(F)cccc1Cl)Nc1ccc(S(=O)(=O)NCC2CCCO2)cc1 (stereo not given) | 1.2
i | -1.2 | COc1ccccc1-n1c(SCC(=O)Nc2ccc3c(c2)OCO3)nc2c(c1=O)SCC2 | 1.1
i | 0.6 | CCOC(=O)C1C(=O)OC(C)(C)C1C(C)C(=O)c1ccc(OC)cc1 (stereo not given) | 1.1
-6.1* | 0.1 | Oc1ccccc1CN(Cc1ccco1)CC(O)COCc1ccc(Cl)cc1 (stereo not given) | -0.85
i | 0.6 | CCCCN(CC)C(=O)c1cc2c(=O)n3cccc(C)c3nc2s1 | -2.3
i | -0.3 | O=c1nc2s/c(=C\c3ccco3)c(=O)n2nc1Cc1ccccc1 | 0.21
i | -2.1 | Cc1c(CCC(=O)N[C@@H](CC(C)C)C(=O)O)c(=O)oc2cc3oc4c(c3cc12)CCCC4 | -0.02
i | 0.4 | CC(C)(C)C1CCC(=NNC(=S)Nc2cccnc2)CC1 (stereo not given) | 0.01
i | -0.1 | COc1ccc(CNC(=O)c2nnn(Cc3ccc(OC)cc3)c2N)cc1 | 0.51
i | -1.2 | C=C(C)CCC1(C)NC(=O)N(c2ccccc2)N1 (stereo not given) | 0.02
i | -0.1 | COc1ccc(Nc2nc(=O)[nH]nc2C)cc1 | 1
i | -0.9 | CCOC(=O)Nc1ccc(C(=O)NCC2CCCO2)cc1 (stereo not given) | -0.15
i | -0.7 | O=C(NCCC(c1ccccc1)c1ccccc1)c1ccc(Br)o1 | 1.9
i | -0.6 | CC(=O)/C(=N\Nc1ccccc1)Sc1nncn1C | -0.21
i | -0.4 | O=C(NCCOc1ccccc1)C1CCC(=O)N(CCc2ccccn2)C1 (stereo not given) | -0.03
i | 0.6 | CCOc1cc(-c2noc(CCC(=O)NCCc3ccccc3)n2)ccc1OC | -0.45
i | -0.3 | C=CCN1CCN(C(=O)c2cc3c(s2)CCCC3)CC1 | -0.03
i | -1.1 | CN1C(=O)c2cccc(NC(=O)CCc3ccccc3)c2C1=O | -0.72
i | -0.6 | COc1ccc(Nc2oc(-c3ccccc3)nc2C#N)cc1 | 0.05
i | 0.7 | Fc1ccc(CNCc2ccco2)cc1 | 0.33
i | 0.2 | CCOc1cc(/C=C2\SC(=O)N(CC(=O)Nc3ccccc3F)C2=O)cc([N+](=O)[O-])c1O | -0.25
i | -1.3 | CCc1ccc(NC(=O)c2cnc(SC)nc2C)cc1 | 0.01
i | -2.2 | CC1CC2(C)Oc3ccccc3C3OCC1(CO)C(C)C32 (stereo not given) | 0.03
i | -0.7 | COc1ccc(C2(NC(C)=O)CCN(C(=O)c3ccco3)CC2)cc1 | 0.4
i | 1.1 | CC(=O)Nc1ccc(NS(=O)(=O)Cc2ccccc2)cc1 | -2.1
i | -0.8 | COc1ccc(C)cc1NC(=O)COCC(=O)O | -0.52
i | -4.5 | O=C(Nc1ccc(S(=O)(=O)Nc2ncccn2)cc1)C(F)(F)F | -0.53
i | 2.8 | O=C(CCS(=O)(=O)c1ccccc1)Nc1ccc(-c2nc3ccccc3s2)c(O)c1 | -1.8
i | / | Cc1ccnc(NC(=O)CCN2C(=O)c3ccccc3S2(=O)=O)n1 | 0.26
i | 0.4 | Cc1ccccc1-n1c(=O)c2ccccc2n2c(=O)[nH]nc12 | 1
i | 0.6 | O=C(N/N=C/c1cc(Br)cc([N+](=O)[O-])c1O)c1ccc(NC(=O)c2ccc(F)cc2)cc1 | -0.01
i | 0.4 | CSc1ccccc1NS(=O)(=O)c1ccccc1 | 0.15
i | -1.3 | CN(Cc1ccccc1)C(=O)CN(C1CCCCC1)S(C)(=O)=O | 2.9
i | -2.2 | CCc1ccc(C2=CSC3=NCCN23)cc1 | 0.63
i | -0.1 | COc1ccc(-c2cc(C(=O)NCCN3CCOCC3)c3ccccc3n2)cc1 | 1.4

Full records from above. Screens in order: KCNQ2 inh	STK33 kinase inh	Kir21 block
Entry for `CC(=O)/C(=N\Nc1ccccc1)Sc1nncn1C` : i	-0.6	-0.21
Entry for `Cc1ccnc(NC(=O)CCN2C(=O)c3ccccc3S2(=O)=O)n1` : i	/	0.26
Entry for `O=C(NCCC(c1ccccc1)c1ccccc1)c1ccc(Br)o1` : i	-0.7	1.9

High-throughput results deposited in PubChem by several laboratories.
